# HEK293 tox: qHTS of GLP-1 Receptor Inverse Agonists: Cytotox Screen; Potency, µM (highest dose often 38.3 µM), for inactives: top-dose activity change, negative = inhibition, hits mostly inhibitors; hit rate 0.13% among 410,000; HEK293 cAMP-luciferase reporter cells, luminescence, 24 h;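 further: loss of luciferase light is scored as toxicity; potency means the concentration at half of the fitted maximal effect; on the % scale 0 is the no-effect control and ±100 the full control effect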
#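 To flag toxic compounds, the library was rerun on cells for 24 hr at 37 deg C and 5% CO2. Viability-linked luminescence was captured 12 min after adding luciferase detection reagent.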
# TDP43 rescue: qHTS of TDP-43 Inhibitors | hit rate 1.8% among 410,000 | AID 652104, 2013 | Potency, µM (titrated, usually from 46.1 µM), inactives show top-dose growth rescue (activation), most hits filed as activators | TDP-43 expressing yeast growth rescue, BacTiter-Glo, 24 h; further: potency means the concentration at half of the fitted maximal effect; % of control where 0% means no effect; nearly all actives have a fitted effect of over 50% in size
#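 Cell-based yeast growth screen: TDP-43 expression induced in galactose, inoculum OD600=0.02 after raffinose pregrowth to mid-log. Read-out BacTiter-Glo luminescence at 24 hr, 30 deg C; inhibition of toxicity seen as signal increase.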
# GLP1R inv ag: qHTS of GLP-1 Receptor Inverse Agonists (Inhibition Mode); HEK293 GLP-1R CRE-luciferase, luminescence, 24 h; GLP-1R form is constitutively active; Potency, µM (titrated, usually from 38.3 µM), without a hit: at the top dose activity change, negative = inhibition, hits mostly inhibitors; hit rate 1.6% among 410,000; AID 624417, 2012; further: potency means the concentration at half of the fitted maximal effect; on the % scale 0 is the no-effect control and ±100 the full control effect; nearly all actives have a fitted effect of over 55% in size
# Target sequence (P43220 whole entry, looked up): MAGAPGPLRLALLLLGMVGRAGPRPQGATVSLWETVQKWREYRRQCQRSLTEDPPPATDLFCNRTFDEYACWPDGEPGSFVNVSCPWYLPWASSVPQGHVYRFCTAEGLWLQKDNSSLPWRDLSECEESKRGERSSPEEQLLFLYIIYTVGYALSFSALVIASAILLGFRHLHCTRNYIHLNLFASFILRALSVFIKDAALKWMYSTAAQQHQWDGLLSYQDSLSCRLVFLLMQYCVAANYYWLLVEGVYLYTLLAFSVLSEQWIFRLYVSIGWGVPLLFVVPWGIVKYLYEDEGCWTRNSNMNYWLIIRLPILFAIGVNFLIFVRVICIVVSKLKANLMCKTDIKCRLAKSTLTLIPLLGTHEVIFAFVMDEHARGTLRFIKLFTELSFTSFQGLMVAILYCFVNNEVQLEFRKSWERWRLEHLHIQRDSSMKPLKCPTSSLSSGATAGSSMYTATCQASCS
#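 HEK293 cells stably co-expressing constitutively active GLP-1R and a cAMP-responsive luciferase reporter were seeded in DMEM with 10% Nu serum, given compounds after 12 h, and incubated 24 h at 37 deg C. Luminescence was then read.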
# PTHR1 agonist: qHTS for PTHR1 Agonists: Primary Screen. Potency, µM (highest dose often 115 µM), without a hit: top-dose activation, hits mostly activators. HEK293 GP2 PTHR1 cells, GloSensor cAMP luminescence, 1 h. hit rate 0.075% among 410,000. Parathyroid hormone/parathyroid hormone-related peptide receptor (Homo sapiens), Q03431; further: potency means the concentration at half of the fitted maximal effect; nearly all actives have a fitted effect of over 55% in size; some results filed as inactive show a strong effect at the top dose; inactives centre near -15; many of its hits are not listed in these tables
# Target sequence (Q03431 whole entry, looked up): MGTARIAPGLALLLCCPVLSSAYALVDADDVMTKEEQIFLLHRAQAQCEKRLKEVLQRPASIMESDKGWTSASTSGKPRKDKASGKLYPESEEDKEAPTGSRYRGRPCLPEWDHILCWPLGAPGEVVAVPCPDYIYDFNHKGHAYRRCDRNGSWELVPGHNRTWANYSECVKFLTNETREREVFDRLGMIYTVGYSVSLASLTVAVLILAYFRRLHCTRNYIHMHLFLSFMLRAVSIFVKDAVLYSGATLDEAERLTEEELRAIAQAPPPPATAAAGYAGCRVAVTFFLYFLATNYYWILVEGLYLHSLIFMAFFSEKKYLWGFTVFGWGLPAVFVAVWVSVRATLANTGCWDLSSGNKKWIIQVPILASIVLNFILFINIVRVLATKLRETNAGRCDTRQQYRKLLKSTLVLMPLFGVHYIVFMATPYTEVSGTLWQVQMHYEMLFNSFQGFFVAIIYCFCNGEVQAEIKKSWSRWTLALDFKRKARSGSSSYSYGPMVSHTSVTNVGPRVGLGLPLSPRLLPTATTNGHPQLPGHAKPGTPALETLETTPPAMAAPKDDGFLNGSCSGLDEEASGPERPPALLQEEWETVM
#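 HEK-293-derived GP2 cells expressing PTHR1 and a GloSensor cAMP reporter, 3,000/well, plated overnight, given luciferin plus IBMX (each 0.5 mM as added) for 1 h at 37 °C, then compound for 1 h at 37 °C. Luminescence was read after 15 min at room temperature.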
# DRD3 antagonist: qHTS of D3 Dopamine Receptor Antagonist: qHTS. AID 652054, 2013. max response, negative = inhibition, %. D3R cells, DiscoveRx beta-arrestin luminescence, antagonist mode; hits give low values. hit rate 2.5% among 360,000. D(3) dopamine receptor (Homo sapiens), P35462; in the data active means max response below about -50%; inconclusive means no clear call, values can overlap the other calls; further: on the % scale 0 is the no-effect control and ±100 the full control effect; mostly tested at two doses, the higher about 12 µM
#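 Cells plated overnight at 1500 cells/well, then exposed to library compounds with dopamine controls for 90 minutes at 37 degrees C. DiscoveRx reagent added for 30–60 minutes at room temperature; luminescence read, quantitative HTS format.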
# DRD3 agonist: qHTS of D3 Dopamine Receptor Agonist: qHTS | D(3) dopamine receptor (Homo sapiens), P35462 | D3R DiscoveRx beta-arrestin cells, luminescence, 90 min | max activation, % | hit rate 0.58% among 410,000; in the data active means max activation above about 30%; further: 0% is about no effect; mostly tested at two doses, the higher about 12 µM
#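 Cells at 1500/well, incubated overnight, then treated with pinned compounds (dopamine as control) for 90 min at 37 degrees C. DiscoveRx reagent added for 30 - 60 minutes at room temperature; luminescence read.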
# GLP-1R agonist: qHTS of GLP-1 Receptor Agonists | Potency, µM (top dose mostly 45.6 µM), for inactives: top-dose activation, hits mostly activators | HEK293 GLP-1R CRE-luciferase, luminescence, 4-6 h; cells express a hypersensitive GLP-1R form | hit rate 0.007% among 380,000; further: potency means the concentration at half of the fitted maximal effect; % of control where 0% means no effect
# KB-V1 cytotox: qHTS assay for MDR1-selective chemotherapeutics: Primary screen using the drug-selected MDR subline cells KB-V1. KB-V1 MDR cells viability, CellTiter-Glo, 72 h. Potency, µM (doses to about 46.1 µM), inactives show at the highest dose activity change, negative = cytotoxicity, most hits filed as cytotoxic. hit rate 3.4% among 400,000. AID 1347076, 2019; further: potency means the concentration at half of the fitted maximal effect; on the % scale 0 is the no-effect control and ±100 the full control effect; nearly all actives have a fitted effect of over 60% in size
#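 qHTS viability screen in drug-selected KB-V1 MDR cells: 72 h compound treatment at 37 degrees C, ATP luminescence end point.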
# aSyn yeast inh: qHTS of alpha-syn Inhibitors; Yeast expressing alpha-synuclein, growth rescue, BacTiter-Glo, 24 h; Potency, µM (highest dose often 46.1 µM), inactives show top-dose growth rescue (activation), usual class: activators; AID 652106, 2013; hit rate 0.14% among 370,000; further: potency means the concentration at half of the fitted maximal effect; % of control where 0% means no effect; nearly all actives have a fitted effect of over 65% in size
#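 Rescue of yeast growth: cells expressing toxic alpha-synuclein, induced in galactose at OD600 0.02, incubated with compound 24 h at 30 C. ATP luminescence quantified growth; inhibitors of toxicity appear as activators.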
# Active calls of the source: *; i = inactive; ? = inconclusive; · = not tested or not shown; & = joins results of further samples; [ ] = remark or other dose. Unless noted, the call rests on the fitted dose curve; in most records, active means well fitted curve in the direction sought with a large enough effect; inconclusive means small, poorly fitted or top-dose-only effect, or another doubt; inactive means no such curve, though single readings can be large; an effect the other way counts as inactive or inconclusive. This is a subset. The share of hits here may be higher or lower than overall.
# Start of the listing, in advance (2 entries):
SMILES,HEK293 tox,TDP43 rescue,GLP1R inv ag,PTHR1 agonist,DRD3 antagonist,DRD3 agonist,GLP-1R agonist,KB-V1 cytotox,aSyn yeast inh
CC(C)C[C@H](NC(=O)c1nc[nH]c1C(=O)N[C@@H](CCCCNC(=O)OC(C)(C)C)C(=O)OC(C)(C)C)C(=O)OC(C)(C)C,1%,27%,5%,-3%,-9,-11,-3%,?,1%
CCc1ccc(NC(=O)CCc2c(C)n(C)c3cc(-c4ccccc4C)nn3c2=O)cc1,9%,11%,9%,-19%,·,10,·,·,·

# This part in full, from the first entry:
SMILES,HEK293 tox,TDP43 rescue,GLP1R inv ag,PTHR1 agonist,DRD3 antagonist,DRD3 agonist,GLP-1R agonist,KB-V1 cytotox,aSyn yeast inh
CC(C)C[C@H](NC(=O)c1nc[nH]c1C(=O)N[C@@H](CCCCNC(=O)OC(C)(C)C)C(=O)OC(C)(C)C)C(=O)OC(C)(C)C,1%,27%,5%,-3%,-9,-11,-3%,?,1%
CCc1ccc(NC(=O)CCc2c(C)n(C)c3cc(-c4ccccc4C)nn3c2=O)cc1,9%,11%,9%,-19%,·,10,·,·,·
CC(=O)c1c(N2CCN(C)CC2)nc(=S)n(-c2cc(C)ccc2C)c1C,20%,4%,19%,-23%,1,1,0%,-1%,2%
Cc1nnc(N2CCN(c3ccccc3)CC2)c2c1nnn2Cc1ccc(F)cc1,-14%,15%,6%,i,·,4,·,0%,·
Cc1ccc(-c2nnc(-n3ncc(C#N)c3N)c3ccccc23)cc1C,4%,-2%,3%,-7%,-11,1,7%,?,0%
CC(=O)c1ccc(NC(=O)C2CC(=O)N(Cc3ccccc3)C2)cc1 (stereo not given),-6%,-17%,-5%,-8%,5,-1,-4%,3%,3%
CCc1ccc(NC(=O)C(=O)N/N=C(\C)CC(=O)NCc2ccc(Cl)cc2)cc1,6%,5%,?,i,-1,1,2%,-2%,-2%
Cn1nnc(NCc2cc(Br)ccc2OCc2cccs2)n1,3%,-13%,?,i,-17,-12,1%,?,-3%
Cc1cccc(-c2nc(SCCCOc3ccc(Cl)c(C)c3)n3[nH]c(=O)cc3n2)c1,8%,10%,-17%,i,·,0,·,19%,·
Cc1nc2c(C)cccn2c(=O)c1NC(=O)COc1ccccc1,14%,29%,11%,i,-1,2,-3%,-26%,-5%
NC(=O)c1nnsc1-c1ccc(-c2snnc2C(N)=O)cc1,2%,10%,18%,-18%,-2,2,6%,2%,0%
CC(C)[C@H](NC(=O)OCc1ccccc1)C(=O)OCC(=O)c1ccccc1,4%,?,?,-12%,10,2,18%,-13%,10%
O=C1O[C@@H](c2ccccc2)C[C@@H](O)C(=O)CCCc2ccccc21,0%,12%,12%,-14%,0,-14,-4%,-21%,0%
CC(=O)Nc1cccc(Oc2nc(NCC3CC3)nc3ccsc23)c1,-13%,18%,-20%,-29%,46,8,19%,?,3%
COc1ccc(-c2noc(-c3ccccc3OCC(=O)Nc3ccc(C(C)=O)cc3)n2)cc1,0%,9%,15%,-26%,·,9,·,13%,·
CC(=O)c1ccc(N2CCN(S(=O)(=O)c3ccc(-c4coc(C)n4)cc3)CC2)cc1,-10%,?,0%,i,·,4,-1%,-28%,1%
COc1ccc(-c2cn3c(C)c(C(=O)NC(C)(C)C)sc3n2)cc1,-15%,?,?,-38%[inhibitor],-6,1,12%,5%,2%
C/C(=N\NC(=O)C(c1ccccc1)c1ccccc1)c1ccccn1,?,7%,2.8µM*,i,-76*,-22,-10%,0%,12%
COc1cccc(NS(=O)(=O)c2ccc3[nH]cc(C(=O)NC4CCCCC4)c(=O)c3c2)c1,-10%,7%,?,-24%,·,4,-6%,?,·
CC(C)NC(=O)Nc1ccc2c(c1)C(=O)N([C@@H](C)CO)C[C@H](C)[C@H](CN(C)S(=O)(=O)c1ccccc1)OCCCC[C@H](C)O2,-26%,19%,-12%,-17%,-26,-2,-6%,18%,-3%
COc1ccc(NS(=O)(=O)c2cc(-c3cnc(C4CC4)o3)ccc2C)cc1,-29%,?,?,i,-29,-13,21%,?,14%
CCOc1ccc(Oc2ccc(-c3nnc(-c4ccccc4)o3)cc2[N+](=O)[O-])cc1,-3%,14%,23%,i,0,0,-4%,1%,3%
Cc1cccc(C)c1OCC(=O)Nc1ncn[nH]1,-8%&-5%,-10%&22%,9%&-16%,i,16,10&8,-3%,-19%&3%,2%
CC(c1ccncn1)N(C)Cc1nc(-c2ccc(C(F)(F)F)cc2)no1 (stereo not given),1%,12%,?,-84%[inhibitor],6,9,6%,0%,5%
O=C(COC(=O)c1cc2ccccc2o1)NCc1ccco1,0%,2%,10%,-6%,-9,-5,-4%,18%,-14%
COc1ccc(S(=O)(=O)N2CCOC23CCN(C(=O)c2c(F)cccc2Cl)CC3)cc1,-1%,18µM*,72%[activator],-10%,25,6,14%,16%,3%
O=C(Cc1ccc([N+](=O)[O-])cc1)Nc1nccs1,-4%,1%,15%,0%,-13,-13,7%,-11%,-3%
O=C(NCCO)c1cccc(-c2cccc3nncn23)c1,1%,13%,16%,14%,?,-8,-2%,-16%,-2%
CC(Oc1cccc(Cl)c1)C(=O)N1CCN(c2ncccn2)CC1 (stereo not given),2%,?,-28%,-34%[inhibitor],0,4,-4%,12%,5%
C/C(CC(=O)Nc1ccc2c(c1)OCCO2)=N\NC(=O)c1ccccc1F,0%,-2%,2%,-1%,1,1,14%,11%,24%
CCOC(=O)CC1C(=O)NCCN1S(=O)(=O)c1ccc(Cl)cc1Cl (stereo not given),-10%,11%,-2%,-2%[57.5 µM],12,5,-2%,-4%,8%
CC(=O)N1CCC(C(=O)Nc2cc(C)cc(C)c2)CC1,16%,0%,-6%,i,-9,-4,-8%,9%,-5%
O=C(CSc1nc2ccccc2o1)Nc1nc2ccccc2s1,-3%,11%,-4%,-16%,7,7,-7%,0%,10%
COc1ccc(CCNc2nc(-c3cccc(NC(C)=O)c3)cs2)cc1OC,-21%,-15%[9.22 µM],63%[activator],-25%,23,4,36%,-18%,1%
CC(=O)N1CCCc2cc(S(=O)(=O)N3CCC(C(=O)NCc4cccc(C)c4)CC3)ccc21,-18%,3%,2%,-53%[inhibitor],·,-9,·,0%,·
CCOC(=O)C1(C)CCN1C(=O)c1ccccc1C (stereo not given),3%,18%,23%,-24%,1,1,4%,-1%,1%
Cc1ccc(NCc2nnc(SCc3ccc(C#N)cc3)n2Cc2ccco2)c(C)c1,4%,6%,?,0%,-29,1,1%,0%,20%
O=S(=O)(NC1CC2CCC1C2)c1ccc(Br)s1 (stereo not given),-1%,19%,4%,i,-22,-6,7%,0%,3%
CCCCC1OC2(C)OC(=N)C1(C#N)C(C#N)(C#N)C2c1ccccc1 (stereo not given),298%[activator],-13%,3%,7%,5,2,-3%,-10%,5%
Cc1cccc(CC(=O)NCc2nc3cccnc3n2Cc2ccc(F)cc2)c1,12%,7%,-9%,i,·,-6,·,·,·
O=C(CNC(=O)c1ccc(S(=O)(=O)N2CCCCC2)cc1)N/N=C/c1ccco1,6%,1%,11%,-44%[inhibitor],-12,8,-2%,3%,-1%
COc1ccc(/C=N/NC(=S)Nc2ccccc2)cc1COc1ccc(F)cc1F,-10%,8%,-29%,-16%,-18,8,14%,1%,-1%
Cc1ccc2c(c1)c1c(n2CC(O)CN2C(=O)CNC2=O)C(=O)CCC1 (stereo not given),4%,31%,14%,i,11,0,0%,3%,6%
COc1ccccc1-n1c(SCC(=O)NC(C)(C)C)nc(O)cc1=O,-8%,-15%,4%,13%[57.5 µM],-29,10,-8%,22%,3%
CCCC(C)NC(=O)C1CC(=O)N(CCc2ccc(F)cc2)C1 (stereo not given),-17%,8%,1%,i,5,-3,-5%,-1%,6%
CC(NC(=O)CNC(=O)c1ccc2c(c1)OCO2)c1ccc(S(N)(=O)=O)cc1 (stereo not given),-4%,6%,0%,i,-7,1,-4%,-9%,-13%[1.84 µM]
C=CCn1ccc(=O)nc1SC,-5%,-5%,2%,?,-9,-2,1%,0%,-7%

# Record cards, from the list above. Order of screens: HEK293 tox | TDP43 rescue | GLP1R inv ag | PTHR1 agonist | DRD3 antagonist | DRD3 agonist | GLP-1R agonist | KB-V1 cytotox | aSyn yeast inh
# CC(NC(=O)CNC(=O)c1ccc2c(c1)OCO2)c1ccc(S(N)(=O)=O)cc1 (stereo not given) is listed as -4% | 6% | 0% | i | -7 | 1 | -4% | -9% | -13%[1.84 µM]
# C=CCn1ccc(=O)nc1SC is listed as -5% | -5% | 2% | ? | -9 | -2 | 1% | 0% | -7%
# CCCC(C)NC(=O)C1CC(=O)N(CCc2ccc(F)cc2)C1 (stereo not given) is listed as -17% | 8% | 1% | i | 5 | -3 | -5% | -1% | 6%
